# Screening results from PubChem BioAssay.
# PG9 binder: PG9 antibody binding by small molecule; 360,000 tested, 0.43% active; TR-FRET gp120-PG9 antibody binding; inhibition, % at 6.7 µM; AID 624416; in the data active = inhibition above about 8.5%
# ssDAF-12 act: activators of S. stercoralis DAF-12 nuclear receptor; HEK293 ssDAF-12/GRIP1 lit1-tk-luc reporter, luminescence; % of 3 µM dafachronic acid response; activation, % at 6.8 µM; 370,000 tested, 1% active;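 active = activation above the mean over all tested compounds plus 3 SD, cut at about 0.9% in these data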;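 also: 0% = DMSO-only wells and 100% = 3 µM delta7-dafachronic acid wells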
# GAA850 FXN act: activators of GAA850 frataxin (FXN) promoter; HEK293 lucGAA850 FXN promoter luciferase reporter, 24 h; percent of 10 µM SAHA response; 360,000 tested, 0.56% active; AID 540364; activation, % at 6 µM;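 active = activation above the average of all compounds screened plus 3 SD, cutoff fixed separately per campaign, cut at about 7.5% in these data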;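 also: 0% = DMSO wells and 100% = 10 µM SAHA wells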
# ADAM10 inh: inhibits human ADAM10 | inhibition, % at 7 µM | recombinant ADAM10, EDANS/DABCYL FRET peptide cleavage, 3 h | 370,000 tested, 0.62% active | O14672 | AID 720582;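 active = inhibition above a per-campaign cutoff equal to the mean of compounds falling between control-based bounds plus 3 SD, cut at about 20% in these data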;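 also: 0% = DMSO wells while the 100% control is not disclosed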
# hgDAF12 agonist: hgDAF-12 agonism, primary luciferase screen. activation, % at 6.8 µM. 370,000 tested, 1.8% active. HEK293 GAL4-hgDAF12 UAS-luciferase reporter, agonist luminescence; normalized to butyrate control;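 active = activation above a cutoff set at the mean of all screened compounds plus 3 SD, cut at about 10% in these data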;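 also: 0% = DMSO wells and 100% = sodium butyrate wells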
# DAX1 inh-1: inhibitors of DAX1 repression of SF-1 activated StAR promoter; HEK293T StAR-luciferase reporter, SF-1/DAX-1 repression relief; inhibition, % at 6.8 µM; 370,000 tested, 1.1% active; AID 652010;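 active = inhibition above the mean over all tested compounds plus 3 SD, cut at about 3.6% in these data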;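 also: 0% = DAX-1 cells with DMSO and 100% = cells lacking DAX-1 with DMSO; higher inhibition means more luminescence from relief of DAX-1 repression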
# hcDAF-12 act: activates DAF-12 receptor from parasite H. contortus | HEK293 hcDAF-12 lit1-tk-luc reporter, luminescence; 0% DMSO, 100% Δ7-dafachronic acid | activation, % at 6.8 µM | 370,000 tested, 1.4% active;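 active = activation above the mean of all tested compounds plus 3 SD, cut at about 5.5% in these data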;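 also: 100% = response to 3 µM Δ7-dafachronic acid high control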
# DAX1 inh-2: NR0B1 (DAX1) inhibition; P51843; HEK293 Gal4-DAX1 luciferase reporter, luminescence; inhibition, % at 6.75 µM; 340,000 tested, 0.99% active; AID 504766;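 active = inhibition above the mean over all tested compounds plus 3 SD, cut at about 4.2% in these data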;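 also: 0% = DAX1-transfected cells with DMSO and 100% = empty-vector control cells with DMSO; inhibition shows as a rise in luminescence from relieved DAX1 repression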
# Target sequence (P51843 207-470 limits assumed): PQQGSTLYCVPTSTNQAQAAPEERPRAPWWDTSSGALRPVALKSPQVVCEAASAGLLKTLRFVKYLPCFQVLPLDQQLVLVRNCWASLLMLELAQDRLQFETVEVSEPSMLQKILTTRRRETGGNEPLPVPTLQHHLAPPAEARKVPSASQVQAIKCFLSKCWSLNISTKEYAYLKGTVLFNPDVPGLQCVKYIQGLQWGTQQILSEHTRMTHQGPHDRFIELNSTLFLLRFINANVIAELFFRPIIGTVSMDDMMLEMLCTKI
# ADAM17 inh: inhibits human ADAM17; P78536; recombinant ADAM17, EDANS/DABCYL FRET peptide cleavage; inhibition, % at 6.95 µM; 370,000 tested, 0.83% active; AID 720648;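 active = inhibition above the mean of compounds lying between control limits plus 3 SD, set per campaign, cut at about 8.5% in these data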;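 also: 0% = DMSO-only wells as the low control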
# Target sequence (P78536 215-824 limits assumed): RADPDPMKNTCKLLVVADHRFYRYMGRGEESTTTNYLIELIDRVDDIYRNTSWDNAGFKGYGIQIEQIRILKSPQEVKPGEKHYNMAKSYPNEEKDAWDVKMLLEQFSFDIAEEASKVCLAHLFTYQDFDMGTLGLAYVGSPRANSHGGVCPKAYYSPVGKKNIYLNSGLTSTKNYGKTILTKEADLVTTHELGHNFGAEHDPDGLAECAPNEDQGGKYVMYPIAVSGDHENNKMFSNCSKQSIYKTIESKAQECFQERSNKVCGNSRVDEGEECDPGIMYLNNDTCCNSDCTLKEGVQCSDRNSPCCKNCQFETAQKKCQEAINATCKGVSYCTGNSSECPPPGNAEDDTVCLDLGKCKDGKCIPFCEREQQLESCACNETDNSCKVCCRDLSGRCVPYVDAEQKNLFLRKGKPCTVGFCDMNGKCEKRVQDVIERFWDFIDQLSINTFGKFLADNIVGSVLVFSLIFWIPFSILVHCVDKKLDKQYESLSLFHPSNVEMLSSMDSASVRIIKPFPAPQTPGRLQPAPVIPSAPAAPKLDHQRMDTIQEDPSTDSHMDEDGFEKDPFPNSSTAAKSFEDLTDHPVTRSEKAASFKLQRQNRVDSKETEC
# SMARCA2 activ: SMARCA2 function activation, primary screen; activation, % at 9.1 µM; AID 652017; MG213 cells, MMTV-luciferase reporter, dexamethasone, overnight; 370,000 tested, 1% active; in the data active = activation above about 7.8%;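 also: 0% = vehicle wells and 100% = reference activator wells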
# NPR1 activator: GC-A (human) enzyme activation; 370,000 tested, 0.14% active; HEK293 GC-A cells, cGMP TR-FRET, EC30 ANP; 0% at EC30 ANP, 100% saturating ANP; AID 1671463; P16066; activation, % at 10 µM; in the data active = activation above about 40%
# The depositor's hits bear a star; i = inactive; . = not tested or not shown.
smiles	PG9 binder	ssDAF-12 act	GAA850 FXN act	ADAM10 inh	hgDAF12 agonist	DAX1 inh-1	hcDAF-12 act	DAX1 inh-2	ADAM17 inh	SMARCA2 activ	NPR1 activator
CC(C(=O)N1CCCC1)N(C)CC(=O)Nc1cccc(F)c1 (stereo not drawn)	2.0	-1.2	1.8	-8	-1.7	-1.6	-1.3	0.0	-1	-2	4
O=C(c1ccc([N+](=O)[O-])s1)N1CCc2ccccc21	-1.5	-0.9	-0.2	-3	0.0	0.3	-0.1	-0.6	1	-4	3
CCN(C(=O)COC(=O)c1ccc(C)c(S(=O)(=O)N2CCOCC2)c1)C1CCS(=O)(=O)C1 (stereo not drawn)	-0.2	-1.3	-3.0	-7	2.4	2.5	0.3	0.7	-5	-1	-3
O=C(Nc1ccc(Cl)cc1)c1ccc2c(=O)n3c(nc2c1)CCCCC3	-2.0	-1.6	18*	-4	-0.4	-1.1	-4.3	-1.1	2	-1	7
O=C(CSc1nnc(Cc2cc(=O)[nH]c(=O)[nH]2)n1-c1ccccc1)NCC1CCCO1 (stereo not drawn)	3.1	-0.5	-0.8	-5	2.4	0.2	-1.0	1.1	-8	0	0
CC[C@]12c3[nH]c4ccc(Cl)cc4c3CCN1C(=O)[C@@H](CC(=O)NCCc1ccccn1)C[C@@H]2C(=O)N1CCN(C(=O)C2CC2)CC1	0.9	-0.5	-1.1	-9	-5.0	0.1	0.1	-0.3	-6	-2	1
CCCCn1c(=O)[nH]c(=O)c2c1nc(-c1ccc(C)c([N+](=O)[O-])c1)n2CC	-0.2	-1.8	2.8	-5	0.2	-1.0	1.1	0.1	-3	1	2
O=C(Nc1nccs1)c1cc([N+](=O)[O-])ccc1Cl	-1.9	-1.1	-6.4	1	5.6	-0.7	0.6	-0.9	5	-1	5
NC(N)=NC(N)=Nc1ccc(SC(F)(F)F)cc1	-1.4	-1.8	0.0	-11	-1.7	-1.2	-3.1	-1.1	-4	-7	-1
CCn1nc(C(=O)Nc2cccc(C(F)(F)F)c2)c(Cl)c1Cl	1.1	-1.1	-0.7	3	-0.4	-0.8	-1.8	0.0	-1	0	.
Cc1ccc(N2CC(C(=O)Nc3c(C)n(C)n(-c4ccccc4)c3=O)CC2=O)cc1 (stereo not drawn)	-0.1	-1.1	-0.7	-11	-3.0	0.9	-3.2	0.5	-7	0	-3
CCOC(=O)COc1ccc(C2NC(C(=O)O)CS2)cc1 (stereo not drawn)	-0.6	-1.0	-0.4	4	-0.1	0.2	0.7	-0.2	-3	2	1
Cc1c(C(=O)N(Cc2cccs2)C2CCS(=O)(=O)C2)oc2ccccc12 (stereo not drawn)	-0.8	-1.3	-1.3	0	0.2	-0.7	-0.8	-1.7	-3	0	-11
CN1CC=C(c2ccc(C(F)(F)F)cc2)N(c2ccccc2)C1=O	.	-0.5	.	2	0.0	0.5	3.4	.	-2	0	2
O=C(Oc1cc(-c2ccccc2)no1)c1ccc(F)cc1	-1.3	-0.9	0.0	4	0.4	0.0	-1.4	1.4	0	1	3
COc1cc(N)cc(NC(=O)c2ccncc2)c1	1.2	-1.1	0.2	6	1.9	0.6	-1.2	2.4	3	3	-7
CC(C)c1ccc(NC(=O)C2=NNC(=O)CC2)cc1	1.5	-0.9	2.1	-5	7.3	2.2	3.3	5.3*	-4	2	4
O=C(Nc1ccccc1)c1ccc(NCCN2CCOCC2)c(S(=O)(=O)N2CCOCC2)c1	0.6	-0.7	-0.1	4	-0.7	-0.8	0.6	-0.9	-7	2	12
CCCSCCCNC(=O)c1cc2c(s1)CS(=O)(=O)C2	0.0	-1.4	1.4	0	5.1	0.1	0.4	0.8	-7	-2	-3
COc1ccccc1N(CC(=O)NCC1CCCO1)C(=O)CCC(=O)Nc1nccs1 (stereo not drawn)	0.3	-1.3	-0.9	-2	0.6	-0.3	-1.7	0.5	-3	1	4
NC(=O)c1sc2nc(-c3cccs3)ccc2c1N	-1.7	-1.2	4.7	-270	9.0	0.9	3.8	0.8	-106	6	8
O=C(c1cc2cc(C(F)(F)F)ccc2s1)N1CCOCC1	-1.5	-1.2	2.2	0	-2.1	-0.2	-1.1	0.3	-3	-6	2
Cn1c(=O)c2c(nc(NCC3CCCO3)n2Cc2ccccc2)n(C)c1=O (stereo not drawn)	-1.3	-1.4	-1.3	-5	-0.6	-0.3	-1.3	1.1	-7	0	28
O=C(CN1C(=O)NC2NC(=O)NC21)NC1CCCCC1 (stereo not drawn)	-2.1	-0.7	2.0	0	-1.4	0.2	1.1	2.1	-3	1	6

# Exported with two lines to a compound: part of the list above.
# Results follow in this order: PG9 binder, ssDAF-12 act, GAA850 FXN act, ADAM10 inh, hgDAF12 agonist, DAX1 inh-1, hcDAF-12 act, DAX1 inh-2, ADAM17 inh, SMARCA2 activ, NPR1 activator
- CCCSCCCNC(=O)c1cc2c(s1)CS(=O)(=O)C2
 : 0.0, -1.4, 1.4, 0, 5.1, 0.1, 0.4, 0.8, -7, -2, -3
- COc1ccccc1N(CC(=O)NCC1CCCO1)C(=O)CCC(=O)Nc1nccs1 (stereo not drawn)
 : 0.3, -1.3, -0.9, -2, 0.6, -0.3, -1.7, 0.5, -3, 1, 4
- NC(=O)c1sc2nc(-c3cccs3)ccc2c1N
 : -1.7, -1.2, 4.7, -270, 9.0, 0.9, 3.8, 0.8, -106, 6, 8
- O=C(c1cc2cc(C(F)(F)F)ccc2s1)N1CCOCC1
 : -1.5, -1.2, 2.2, 0, -2.1, -0.2, -1.1, 0.3, -3, -6, 2

# Going on with the list.
smiles	PG9 binder	ssDAF-12 act	GAA850 FXN act	ADAM10 inh	hgDAF12 agonist	DAX1 inh-1	hcDAF-12 act	DAX1 inh-2	ADAM17 inh	SMARCA2 activ	NPR1 activator
Cc1cccc(Nc2nc(N)nc(-c3oc4ccccc4c3C)n2)c1	-0.3	-1.4	0.7	-193	6.6	0.0	1.1	2.3	-68	3	-26
COc1ccc(C2C(C(=O)O)c3ccccc3C(=O)N2Cc2ccco2)cc1 (stereo not drawn)	-1.8	-0.9	0.4	-7	0.2	-0.1	0.9	.	-2	-4	6
O=C(Nc1nc(=O)c2ccccc2s1)c1ccc(F)cc1	42*	0.6	2.0	-22	2.7	0.4	2.2	0.2	-11	19*	0
COc1ccc(CNC(=O)C(C)OC(=O)Cn2cnc3c2c(=O)n(C)c(=O)n3C)cc1 (stereo not drawn)	-1.9	-1.3	-1.1	-3	3.3	-0.1	0.3	-0.7	-2	-1	1
CC(C)CN1C(=O)C[C@]2(C(=O)N(C)c3ccc(NC(=O)c4cc(F)ccc4F)cc32)C1c1ccccc1 (stereo partly drawn)	.	-1.2	.	1	1.0	-1.1	3.5	.	-4	-3	-5
Nc1ccc(-c2nc3c(Cl)cc(N)cc3[nH]2)cc1	-20	-2.5	-16	i	-12	-1.7	-6.2	-3.4	i	-7	0
O=Cc1coc([B-](F)(F)F)c1	0.5	-1.0	.	4	-2.9	-0.1	1.0	.	2	-4	1
OC1=C(O)c2nc3cc(F)ccc3nc21	-24	-1.1	0.8	-6	4.0	-0.1	4.8	.	-4	0	1
O=C(NCCc1c[nH]c2ccccc12)C1CCCN(S(=O)(=O)c2ccccc2)C1 (stereo not drawn)	-1.4	-0.1	-2.1	6	-0.4	-0.2	2.2	-1.4	1	2	-1
COC1=CC(=O)OC(c2cccc(Cl)c2)C1 (stereo not drawn)	-0.6	-1.3	.	-14	2.2	-0.6	-0.9	.	-5	-1	1
O=C(/C=C/c1ccc2c(c1)OCO2)Nc1cc(S(=O)(=O)N2CCOCC2)ccc1N1CCOCC1	-1.2	-1.0	-1.0	-8	3.0	0.1	-1.7	0.1	-1	-1	-1
COc1cccc(CNc2nc3ccccc3n2C(C)C)c1O	-1.7	-1.1	1.4	0	-1.1	0.2	-1.4	1.8	1	-1	-2
Nc1c(C(=O)NCc2ccco2)c2nc3ccccc3nc2n1CCc1ccccc1F	0.6	-1.7	-0.7	i	-7.2	-1.5	-2.5	0.3	-377	-1	-1
CCCN(CCC)S(=O)(=O)c1nc2nc(C)cc(C)n2n1	0.3	-0.1	1.0	-6	-1.3	0.6	3.0	3.3	-7	-4	0
CN1CCC(OC(=O)C23CCC(C)(C(=O)O2)C3(C)C)CC1 (stereo not drawn)	3.3	-1.6	1.3	2	-1.8	0.0	-1.5	0.7	-4	-3	1
COc1ccc(NC(=S)N(CCC(C)C)C2CCN(C(C)C)CC2)cc1Cl	-0.6	-1.1	1.3	1	0.8	-0.3	-0.7	1.5	0	0	-4
COc1ccc(-c2csc(Nc3ccc(S(=O)(=O)Nc4cc(OC)nc(OC)n4)cc3)n2)cc1	-3.9	-1.1	-0.6	-15	0.2	0.1	-2.3	-1.9	-5	1	-3
Cc1nn(C)c(C(=O)N/N=C/c2cccc(Oc3ccccc3)c2)c1Br	-0.5	-0.7	0.1	24*	0.5	-1.1	-1.2	-0.8	1	3	-3
Cc1cc(N2CCOCC2)nc2ccc(NC(=O)CCC(=O)N3CCN(c4ccc(F)cc4)CC3)cc12	-3.5	-1.7	2.8	-311	-3.0	-0.6	-1.7	-2.5	-104	2	-3
C[C@@]12C(=O)N(Cc3ccccc3)CC(=O)N1[C@H]1c3ccccc3OC[C@@H]1[C@@H]2c1ccccc1	0.1	-1.3	7.1	19	-0.4	0.0	-0.1	0.6	7	-1	-2
Cc1csc(SCC(=O)Nc2cc(S(=O)(=O)N3CCCC3)ccc2Cl)n1	-1.6	-1.6	0.2	6	-1.1	-0.7	1.0	-0.4	-1	-3	-2
CC1CCN(S(=O)(=O)N2CCC(C(=O)O)CC2)CC1	-0.3	-1.7	3.1	11	0.0	0.0	-1.9	-0.7	4	-3	-3
O=C(C=Cc1ccccc1)c1c[nH]c2ccccc2c1=O	-1.0	-0.7	-5.4	3	0.0	-5.3	0.1	-4.6	-1	5	3
CCOc1ccc(C(CC(=O)O)NC(=O)c2sc3ccccc3c2Cl)cc1 (stereo not drawn)	7.8	-1.7	1.4	2	-1.6	-0.4	0.0	1.0	-3	-2	7
O=C(Nc1ccc(F)cc1F)c1c(C(F)(F)F)ccnc1Oc1cccc(C(F)(F)F)c1	-0.4	-1.7	0.4	-1	2.2	0.7	1.9	0.2	2	2	-6
C=Cn1cc[n+](CC(=O)c2ccc(OC)cc2)c1	-1.3	-0.9	0.7	2	0.8	-0.1	0.4	0.4	-1	-3	2
COc1cccc(C(=O)C2CCCN(C/C=C/c3ccccc3OC)C2)c1 (stereo not drawn)	-0.3	-1.7	0.6	-2	1.6	0.4	-1.1	-0.1	0	0	-7
COC(=O)[C@]12C[C@H](CC(=O)NCCc3ccccc3OC)C(=O)N(Cc3ccc(Cl)cc3Cl)C1=C[C@H](C(C)(C)C)O[C@@H]2C	.	-2.0	.	-4	-0.5	-2.0	-1.9	.	1	-4	-3
CCN1CCN(C(c2cccs2)C(C)NC(=S)Nc2cc(C)ccc2C)CC1 (stereo not drawn)	-1.1	-1.9	-2.6	-7	1.1	0.4	-0.2	3.0	-3	3	-4
